# NPR2 activator = human GC-B receptor activators, primary screen, HEK293 GC-B cells, cGMP TR-FRET, EC30 CNP; AID 1920062, 2024; activation, % at 10 µM; hit rate 0.11% among 370,000; 0% at EC30 CNP, 100% saturating CNP;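 active means activation at 10 µM reaching about 35% in either raw or pattern-adjusted values, limit read from the data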
# Target sequence (P20594 whole entry, looked up): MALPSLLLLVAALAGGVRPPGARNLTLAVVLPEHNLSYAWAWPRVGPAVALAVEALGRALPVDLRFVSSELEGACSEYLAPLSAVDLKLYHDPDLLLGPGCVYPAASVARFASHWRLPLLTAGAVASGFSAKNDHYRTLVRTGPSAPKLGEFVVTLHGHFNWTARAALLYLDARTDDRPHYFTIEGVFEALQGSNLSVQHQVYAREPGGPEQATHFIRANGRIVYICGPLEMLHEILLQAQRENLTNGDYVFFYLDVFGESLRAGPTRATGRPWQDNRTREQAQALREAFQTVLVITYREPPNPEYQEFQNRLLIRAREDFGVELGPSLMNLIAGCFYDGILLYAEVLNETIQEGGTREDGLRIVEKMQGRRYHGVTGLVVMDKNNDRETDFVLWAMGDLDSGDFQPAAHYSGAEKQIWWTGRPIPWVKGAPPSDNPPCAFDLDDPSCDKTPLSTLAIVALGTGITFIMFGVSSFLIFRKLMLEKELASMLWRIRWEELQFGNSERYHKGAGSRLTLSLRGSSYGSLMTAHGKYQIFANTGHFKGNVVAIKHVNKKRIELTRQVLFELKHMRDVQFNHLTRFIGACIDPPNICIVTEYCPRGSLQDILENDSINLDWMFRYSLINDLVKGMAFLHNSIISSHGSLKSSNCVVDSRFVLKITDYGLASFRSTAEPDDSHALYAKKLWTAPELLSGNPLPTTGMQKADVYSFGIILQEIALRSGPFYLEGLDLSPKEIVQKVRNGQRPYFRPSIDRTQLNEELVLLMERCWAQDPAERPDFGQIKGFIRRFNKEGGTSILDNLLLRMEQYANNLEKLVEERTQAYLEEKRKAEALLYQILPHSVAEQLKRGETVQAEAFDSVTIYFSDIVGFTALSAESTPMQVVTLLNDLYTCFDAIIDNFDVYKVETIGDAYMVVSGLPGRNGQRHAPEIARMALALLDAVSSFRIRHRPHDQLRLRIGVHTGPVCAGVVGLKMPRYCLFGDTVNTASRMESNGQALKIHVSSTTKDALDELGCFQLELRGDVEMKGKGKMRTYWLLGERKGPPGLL
# GC-A act = GC-A stimulated cGMP production enhancers – HEK293 GC-A cells, cGMP TR-FRET, EC30 ANP, primary screen | Atrial natriuretic peptide receptor 1 (Homo sapiens), P16066 | 0% at EC30 ANP, 100% saturating ANP | activation, % at 10 µM | hit rate 0.14% among 370,000 | AID 1671463, 2021; in the data active means activation above about 40%
# HTRA1 inhibitor = HTRA1 serine protease inhibitors, primary screen, biochemical, fluorescence polarization, HTS; AID 504803, 2011; hit rate 0.5% among 340,000; recombinant HTRA1, FP-rhodamine activity-based probe; inhibition, % at 5.96 µM; Q92743; in the data active means inhibition above about 36%;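 further: 0% = enzyme with DMSO and 100% = wells lacking enzyme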
# TCR CD3 inh = inhibitors of human TCR-CD3 interaction, primary screen, biochemical, fluorescence, TAMRA-labeled TCR probe | T-cell receptor (TCR) | inhibition, % at 9.4 µM | hit rate 0.37% among 360,000 | AID 651800, 2012; in the data active means inhibition above about 19%;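 further: recombinant mutant TCR 2C K166C tagged with TAMRA read by polarization; 0% = receptor in buffer alone and 100% = receptor with positive control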
# PRMT1 inh = PRMT1 methyltransferase inhibitors, primary screen, biochemical, fluorescence polarization; Protein arginine N-methyltransferase 1 (Homo sapiens), Q99873; recombinant PRMT1, activity-based probe fluorescence polarization; inhibition, % at 2.79 µM; hit rate 1.3% among 370,000; AID 652257, 2013;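 active means inhibition above about 21% made by adding two undisclosed values, limit read from the data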
# rCAG binder = binders of r(CAG) RNA repeats, primary screen, biochemical, fluorescence | r(CAG) RNA repeat, TO-PRO-1 dye displacement fluorescence | inhibition, % at 3 µM | hit rate 1.3% among 370,000 | AID 651821, 2012;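 active means inhibition above the plate cutoff, the mean of all test compounds on that plate plus 3 SD, cut at about 35% in these data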;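 further: 0% = DMSO alone and 100% = 100 µM mitoxantrone as full dye displacement; higher means more dye released from RNA so lower well fluorescence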
# SIAE inh = human SIAE inhibitors, primary screen, biochemical, fluorescence polarization, FP-Rh probe, 1536-well HTS. Sialate O-acetylesterase (Homo sapiens), Q9HAT2. SIAE FP-Rh probe binding. inhibition, % at 9.66 µM. hit rate 0.69% among 370,000. AID 1053197, 2014;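 active means inhibition above a cutoff: mean of compounds within the control limits plus 3 SD of those, cut at about 17% in these data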;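 further: 0% = plate median of compound wells and 100% = probe without SIAE protein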
# UHRF1 binding = UHRF1 methylated DNA binding inhibitors, primary screen, counter-screen for MBD2 inhibitor project, biochemical, TR-FRET, human UHRF1, single concentration; AID 687016, 2013; E3 ubiquitin-protein ligase UHRF1 (Homo sapiens), Q96T88; inhibition, % at 4.4 µM; hit rate 0.75% among 370,000; UHRF1 binding to methylated oligo; in the data active means inhibition above about 21%;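 further: UHRF1 SRA domain binding a hemimethylated CpG hairpin DNA probe; 0% = median of test compound wells and 100% = reference inhibitor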
# MBD2 inh = inhibitors of MBD2 binding to methylated DNA, primary screen, biochemical, TR-FRET, DNA-binding domain, human. Methyl-CpG-binding domain protein 2 (Homo sapiens), Q9UBB5. MBD2 binding to methylated oligonucleotide. inhibition, % at 4.4 µM. hit rate 0.31% among 370,000; in the data active means inhibition above about 13%
# mABHD4 FP = ABHD4 inhibitors, primary screen, biochemical, fluorescence polarization, mouse; (Lyso)-N-acylphosphatidylethanolamine lipase (Mus musculus), Q8VD66; purified mABHD4, FP-Rh probe fluorescence polarization; inhibition, % at 8.92 µM; hit rate 0.54% among 370,000;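 active means inhibition exceeding the mean over every tested compound plus 3 SD, cut at about 30% in these data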;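 further: 0% = plate median of compound wells and 100% = S159A mutant with DMSO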
#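 Test system: mABHD4 protein; Read-out basis: % inhibition; Incubation: 45 min + 60 min at 25 °C; Repeats: single replicate; Technique: fluorescence polarization with parallel and perpendicular emission, 525/598 nm; Compound: 8.92 µM, single dose; Benchmarks: full inhibition S159A mutant plus DMSO, zero as sample-well median.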
# Starred values were filed as active, the others as inactive; nt = no result given; & = joins results of further samples; ! = not confirmed by another sample.
SMILES,NPR2 activator,GC-A act,HTRA1 inhibitor,TCR CD3 inh,PRMT1 inh,rCAG binder,SIAE inh,UHRF1 binding,MBD2 inh,mABHD4 FP
Cc1cccc(N(CC(=O)NCc2ccc(F)cc2)C(=O)c2ccco2)c1,7,0,4,0,-1,1,-4,1,-4,1
O=c1c(Cc2ccc(F)cc2)c(O)ccn1Cc1ccc(F)cc1,8,-3,-1,7,0,2,2,0,-5,-2
CCc1cccc(C)c1NC(=O)CC(C)(C)CC(=O)O,3,-2,2,8,-2,0,-3,0,1,-9
O=C(NCCCn1ccnc1)c1cc(-c2ccc(Br)cc2)on1,0,18,-2,2,-2,0,1,-2,-2,0
CC(C)Cc1[nH]c(=O)c(C#N)c2c1CCCC2,3,2,-5,3,-3,-1,7,-3,-2,-4
Cc1ccc(-c2nc3c(Cl)cc(Cl)cc3c(=O)n2O)cc1,-1,2,7,1,2,58*,-9,-1,2,7
COCCN(C(=O)COC(=O)CC1CCCCC1)c1c(N)n(Cc2ccccc2)c(=O)[nH]c1=O,-1,4,-3,2,3,-8,-3,6,6,-18
CC1=C(C#N)C(=O)NC(=O)/C1=C\c1ccc(-c2ccc(C)cc2[N+](=O)[O-])o1,-11,-12,18,-10,10,43*,-39,-7,-5,32*
Cc1ccc2nc(-c3cccnc3)c(NC3CCCC3)n2c1,31,30,-4,-4,-1,-5,1,1,-1,-3
O=C1CC(C(=O)Nc2cccc3ccccc23)C2(CCCC2)O1 (stereo unspecified),14,2,0,8,-2,-1,6,0,3,-1
Cc1cc(C)c2c(c1)C(=O)/C(=C/c1ccc(C(=O)O)cc1)CC2,-5,2,-1,-3,4,14,0,5,-5,-16
CCN(CC(=O)Nc1cc(Cl)ccc1C)C(=O)Cn1c(=O)cnc2ccccc21,-3,-2,-4,1,1,-6,2,2,0,1
Cc1ccc(C(=O)NCCc2n[nH]c(=S)n2C)cc1,-4,-5,-3,-2,2,-3,1,4,2,-1
CCOc1ccccc1C(=O)NCCCn1ccnc1,3,2,-7,3,1,-1,4,-1,-6,4
O=C(CN(CC1CCCO1)C(=O)CNS(=O)(=O)c1ccc(F)cc1)NC1CCCCC1 (stereo unspecified),4,1,5,4,3,-3,-7,1,-2,-2
CC(C)C12CN3CC(C(C)C)(CN(C1)C3c1ccc3c(c1)OCO3)C2=O (stereo unspecified),-11,-15,-6,1,-4,1,3,6,-5,-8
COc1ccc(S(=O)(=O)NNC(=O)C23CC4CC(CC(C4)C2)C3)cc1,-4,-1,3,-13,4,-2,3,6,6,0
CCn1c(SCC(=O)NCC2CCCO2)nc2c(c1=O)SCC2 (stereo unspecified),0,1,5,6,-2,-1,2,0,0,2
c1ccc2oc(SCc3cn4ccsc4n3)nc2c1,3,-6,-7,0,16,5,-2,5,0,0
Cc1ccccc1C(=O)NCc1nnc(SCC(=O)N2CCN(c3ccccc3)CC2)n1C,-1,2,11,10,0,-3,5,-1,-5,5
O=C(NCc1ccc2c(c1)OCO2)C1CCN(S(=O)(=O)N2CCCCC2)CC1,5,-4,2,2,-3,-6,0,1,2,4
CN(CCOc1ccc(Cl)cc1)C(=O)C1CCN(C(=O)c2ccc(Cl)cc2)CC1,4,-1,1,-1,0,-8,3,2,1,-5
CCCCc1n[nH]c(=S)n1Cc1ccc(C)cc1,-7,4,1,6,2,-2,8,-2,1,-2
Cc1cc(C)n(CCN(C)C(=O)CCc2nnc(CCC3CCCCC3)o2)n1,-3,-3,4,-7,3,-14,0,2,-2,4
COc1cccc(NC(=O)c2ccc(NC(=O)C(C)C)cc2)c1,-2,1,-11,2,2,-3,-2,2,3,-2
Cc1ccc(C)c(Nc2c([N+](=O)[O-])cc(C(=O)N3CC(=O)Nc4ccccc43)cc2[N+](=O)[O-])c1,-12,-12,18,10,2,9,5,0,-1,17
CCNC(=O)N(C(=O)NCC)n1c(C)nnc1C,2,1,2,9,-2,-2,-1,3,-1,5
CCn1c(SCC(=O)NCc2ccccc2)nnc1C(CO)NC(=O)c1ccccc1 (stereo unspecified),3,1,3,2,-2,-5,-2,2,1,-1
CCSc1nc2ccccc2n1CC(=O)O,4,-6,3,5,-2,2,1,-2,-3,5
C(=N\Nc1ccc(-n2ccnc2)nn1)/c1ccccc1,1,-1,5,-2,-1,-2,2,-1,7,1
CN(C)c1ccc(C=c2c3ccccc3n3c2c2ccccc2[n+]3C)cc1,-47,-55,87*,31*,1,18,17*,2,1,58*
CCc1nnc(NC(=O)c2cccc(S(=O)(=O)N3CCN(C(C)=O)CC3)c2)s1,1,-2,2,6,-8,2,-1,-1,2,3
O=C(Nc1ccc(F)cc1)c1ccc(S(=O)(=O)NCC2CCCO2)cc1 (stereo unspecified),3,-4,-6,2,4,-1,-6,2,2,3
c1ccc(CN2CCN(c3ncnc4c3[nH]c3ccccc34)CC2)cc1,-6,-5,-11,7,0,2,-10,6,5,0
CCCn1c(C)cc(C(=O)COC(=O)c2ccc[nH]c2=O)c1C,4,2,1,-5,-1,0,10,3,3,3
COc1cc(CC(=O)OCC(=O)c2ccc3c(c2)OCCO3)cc(OC)c1OC,-3,-5,-2,5,-3,-1,2,2,-4,-6
O=c1[nH]c2ccc(Cl)cc2c(-c2ccccc2)c1SC(=S)N1CCOCC1,-10,-7,42*,7,27*,3,-9,-14,3,6
COc1ccc(NS(=O)(=O)c2ccc(NC(=O)C(C)(C(F)(F)F)C(F)(F)F)cc2)nn1,-1,1,-5,11,1,12,-1,-2,-3,5
Cc1csc(=O)n1CC(=O)OCc1nnc(-c2ccc(Cl)cc2)o1,-2,5,7,-3,2,-2,1,-4,4,36*
COc1ccc(/C=N/NC(=O)CCn2cnc(-c3ccccc3)c2-c2ccccc2)cc1OC,-12,-19,-22,-6,0,2,-6,-1,-1,0
CCCCn1c(NCc2ccc3c(c2)OCO3)nc2ccccc21,-4,8,-1,0,-1,-1,-3,0,2,-5
CCc1ccc(NC(=O)N(CCN2CCOCC2)C2CCN(C(C)=O)CC2)cc1,3,4,-1,-3,1,1,1,-3,1,2
Cc1ccc2cc(CNC(C)(C)C)c(=O)[nH]c2c1,5,-2,-4,3,-1,7,-1,2,-2,-7
Cc1ccnc(N2CCCC(C(=O)Nc3cccc(C)c3C)C2)n1 (stereo unspecified),-8,1,7,7,-7,-3,5,-4,-5,1
O=C(O)CC1=C(Nc2ccccc2)C(=O)N(c2ccccc2)C1c1ccc(Br)cc1 (stereo unspecified),-5,1,-12,0,9,29,2,-2,0,0
Cc1cc(C=O)c(C)n1-c1ccc(NC2CCCCC2)c([N+](=O)[O-])c1,-3,-2,-32,-3,6,1,0,-4,-4,-9
C=CC[C@@H](CC(=O)N[C@H](CO)Cc1ccccc1)C(=O)NC[C@@H](OC(=O)[C@@H](CC=C)Cc1ccc(F)cc1)c1ccccc1,3,-3,-15,11,-2,4,-8,-2,-4,1
O=C(CCNC(=O)c1ccc([N+](=O)[O-])cc1)Nc1ccccc1N1CCCC1,4,1,4,7,-2,-3,4,-1,-2,-1
O=C(c1ccccc1)c1ccc(OCC(O)CN2CCCCC2)cc1 (stereo unspecified),5,0,-3,4,-2,-3,2,-3,-9,0
Cc1ccc(S(=O)(=O)Nc2cccc(Cl)c2)cc1NC(=O)C1CC1,-2,-1,-6,4,-1,12,-3,-2,0,-11

# Continued:
SMILES,NPR2 activator,GC-A act,HTRA1 inhibitor,TCR CD3 inh,PRMT1 inh,rCAG binder,SIAE inh,UHRF1 binding,MBD2 inh,mABHD4 FP
C/C(CC(=O)NC1CCCCC1)=N\NC(=O)c1ccccn1,-3,2,2,-6,1,1,5,0,-4,1
CCc1ccc(-c2cc(C)no2)cc1S(=O)(=O)NC(C)Cc1ccco1 (stereo unspecified),-2,-4,-33,7,1,-3,-1,-3,-5,-11
c1ccc(CCN2CCN(c3ncnc4c3cnn4-c3ccccc3)CC2)cc1,-1,4,-24,-6,1,-3,-6,1,6,-9
C#Cc1ccc([C@H]2C=C(C(=O)NCc3ccccc3)O[C@@H](OCC)[C@@H]2CCCO)cc1,-5,1,-31,1,1,-5,-2,-3,-1,-3
COC(C[C@@H]1O[C@@H]1[C@@H](O)[C@H](C)OCc1ccccc1)OC,2,1,8,1,-2,-1,2,0,-2,-2
C/C(CC1CC(COCC(C)C)OC1=O)=N\Nc1nc(-c2ccccc2)cs1 (stereo unspecified),0,2,3,-1,17,21,7,-5,0,11
O=C(/C=C/c1ccco1)Nc1cccc2cccnc12,-5,-3,23,-4,17,7,1,-5,0,4
C/C(Cl)=C\CSc1nnc2n(N)c(=O)c3ccccc3n12,5,9,0,7,1,0,2,0,2,1
COc1ccc(NC(=O)CSc2nnc(C)s2)cc1S(=O)(=O)N1CCOCC1,2,1,-4,0,2,4,6,2,-2,-6
CN(Cc1ccccc1)C(=O)c1cccc(NC(=O)Cc2ccc(NC(=O)C3CCCN(C(=O)C4CCCCC4)C3)cc2)c1 (stereo unspecified),9,2,-23,3,-3,7,-8,2,-5,0
Cc1ccc(-c2ccnc3nc(Sc4ncc(C(F)(F)F)cc4Cl)nn23)cc1,-2,-10,-9,2,3,2,-12,18,15*,-14
O=C(CSCc1c(Cl)cccc1Cl)N1CCOCC1,-5,0,2,7,-3,-2,1,1,-4,2
COc1cc(C2SCC(=O)N2Cc2ccccc2)ccc1O (stereo unspecified),-6,-11,0,7,-3,2,8,2,-9,0
CCCOP(=O)(c1ccc(N(C)C)cc1)C(Nc1ccccc1)c1ccc(N(C)C)cc1 (stereo unspecified),-1,-8,18,-1,2,5,2,6,-1,20
COc1ccc2ccccc2c1/C=N/NC(=O)c1cccc(C)c1,-6,-5,-44,-7,8,2,-13,-1,5,-21
CCN1CCN(Cc2ccc(NC(=O)c3ccc(C)c(NC(=O)N4CCNC4=O)c3)cc2C(F)(F)F)CC1,6&2,4&5,-2&-1&-13,-3&0,3&0,-1&1,6&1,23*!,11&3,8&-1
O=C(Nc1cc(F)cc(F)c1)OC1CCC12CCC(c1ccccc1)CC2 (stereo unspecified),-6,9,nt,nt,-1,nt,-17,-1,0,-31
CCOC(=O)c1ccc(NS(=O)(=O)c2c(C)[nH]c(C)c2C(=O)N2CCCCC2)cc1,-1,2,-2,12,-3,-2,4,2,-3,5
CC/C(=N\NC(=O)c1ccccc1Cl)c1ccc(Br)s1,-5,-17,-1,0,-4,-2,2,-4,-7,4

# From PubChem

# This is a subset; the hit share may differ from the screen's.
